Pemphigus Ab inh – inhibitors of pemphigus antibody binding to DSG3, primary screen, biochemical, bead-based, flow cytometry, scFv-GFP; DSG3-coupled beads, scFv-anti-DSG3-GFP binding; hits give low values; hit rate 0.48% among 310,000; binding (percent of control), % at 10 µM; AID 588358, 2011;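 active = binding more than 3 SD below its plate's average and above zero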;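 note: hits lower antibody fragment binding to DSG3; some compounds called inactive have numbers as strong as hits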
MOR-DOR ag – agonists of OPRM1-OPRD1 heterodimerization, primary screen, cell-based, luminescence; Mu-type opioid receptor (Homo sapiens) + Delta-type opioid receptor (Homo sapiens), …; cells; activation, % at 9.3 µM; hit rate 0.3% among 340,000; AID 504326, 2011; in the data active = activation above about 18%;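 note: 0% = vehicle-treated cells and 100% = reference agonist; values of inactives mirror those of a sister screen read the other way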
AddAB inh – growth inhibition of E. coli expressing H. pylori AddAB, primary screen, AddAB inhibitor project, absorbance; inhibition, % at 11.9 µM; hit rate 0.29% among 330,000; in the data active = inhibition above about 12%;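 note: 0% = vehicle wells of infected cells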
phage Ecoli inh – growth loss of phage-infected E. coli, primary screen, RecBCD inhibitor project, absorbance, with phage, HTS; inhibition, % at 11.9 µM; hit rate 0.26% among 360,000; AID 651602, 2012; in the data active = inhibition above about 11%
OPRM1-OPRD1 inv – inverse agonists of MOR-DOR heterodimerization, primary screen, cell-based, luminescence. Mu-type opioid receptor (Homo sapiens) + Delta-type opioid receptor (Homo sapiens), …. cell-based MOR-DOR heterodimer luminescence, inverse agonism. inhibition, % at 9.3 µM. hit rate 0.21% among 340,000. AID 504357, 2011; in the data active = inhibition above about 22%, passing the limit was not always enough;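 note: 0% = cells with DMSO and 100% = wells without cells with DMSO; values of inactives mirror those of a sister screen read the other way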
PKA-R1A activ – activators of PKA-R1A holoenzyme, primary screen, biochemical, fluorescence polarization, Cy5-IP20, bovine R1A, mouse PKAc; hit rate 0.083% among 340,000; PKA-R1A dissociation; scaled: DMSO 0%, 113 µM cGMP 100%; activation, % at 11.4 µM; cAMP-dependent protein kinase type I-alpha regulatory subunit (Bos taurus) + …;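 active = percent activation above the mean of all tested compounds plus 3 SD, cut at about 19% in these data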;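 note: higher means more PKAc released from R1A so a rise in polarization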
PfHsp90 yeast 2 – growth inhibition of PfHsp90-expressing yeast, primary screen, antimalarial PfHsp90 inhibitor project, S. cerevisiae, BacTiter-Glo luminescence, single point, set 2. AID 504621, 2011. hit rate 0.32% among 310,000. BacTiter-Glo ATP, 48 h; yeast lacking PDR1 and PDR3 efflux regulators. inhibition, % at 9.4 µM;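 active = every replicate shows inhibition above about 80%, whatever the replicate mean, limit read from the data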;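 note: 0% = DMSO neutral controls and 100% = 20 µM radicicol positive controls; yeast relying on Plasmodium falciparum Hsp90 in place of its own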
E coli growth – E. coli V3065 growth inhibition, primary screen, counter-screen for AddAB inhibitor project, absorbance, OD600; 18 h; hit rate 0.27% among 330,000; inhibition, % at 11.9 µM;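 active = inhibition above the campaign's mean inhibition across all tested compounds plus 3 SD, cut at about 9.9% in these data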;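 note: uninfected addAB+ strain grown without phage in ampicillin broth; 0% = DMSO wells and 100% = ciprofloxacin 0.95 µg/ml wells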
HTR5A ag ctr – HTR5A agonists in luminescence cell assay, primary screen, counter-screen for OPRM1-OPRD1 heterodimer agonist project, full-deck HTS | activation, % at 9.3 µM | 5-hydroxytryptamine receptor 5A (Homo sapiens), P47898 | cell-based | hit rate 0.61% among 340,000 | AID 504692, 2011; in the data active = activation mostly above about 9.5%, no sharp cut-off; inactive = mostly below about 7.6%;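 note: 0% = cells with vehicle only and 100% = reference agonist; strong numbers were not always called active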
Target sequence (P47898 whole entry, looked up): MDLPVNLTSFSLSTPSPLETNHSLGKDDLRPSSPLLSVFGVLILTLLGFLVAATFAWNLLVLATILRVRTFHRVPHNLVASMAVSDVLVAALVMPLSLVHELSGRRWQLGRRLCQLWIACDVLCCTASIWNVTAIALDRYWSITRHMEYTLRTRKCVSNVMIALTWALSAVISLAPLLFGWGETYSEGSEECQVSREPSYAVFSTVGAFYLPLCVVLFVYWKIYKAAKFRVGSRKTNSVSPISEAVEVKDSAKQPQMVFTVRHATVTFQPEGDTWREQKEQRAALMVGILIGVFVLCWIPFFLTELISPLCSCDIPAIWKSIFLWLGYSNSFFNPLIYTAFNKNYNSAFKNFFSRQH
HTR5A inv ag – HTR5A inverse agonists in luminescence cell assay, primary screen, counter-screen for OPRM1-OPRD1 heterodimer inverse agonist project, full-deck HTS; 5-hydroxytryptamine receptor 5A (Homo sapiens), P47898; HTR5A cell line, inverse agonism; hit rate 0.083% among 340,000; inhibition, % at 9.3 µM; in the data active = inhibition mostly above about 23%, no sharp cut-off; inactive = mostly below about 18%;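 note: 0% = cells with DMSO and 100% = no-cell wells with DMSO; some compounds called inactive have numbers as strong as hits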
Mot1-301 SUMO – yeast Mot1-301 growth rescue at high temperature, primary screen, SUMOylation pathway inhibitor project, S. cerevisiae, ATP luminescence, 38.5C. S. cerevisiae Mot1-301 growth rescue; percent above DMSO median, 100 means doubled. growth rescue, % at 18.8 µM. AID 2716, 2010. hit rate 1% among 320,000;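 active = every valid replicate shows activation above 250% relative to neutral control wells; inactive = the rest, any valid replicate at or below 250%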;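 note: OY570 slx delta 5 strain wells were the positive control but not used for scaling; some compounds called inactive have numbers as strong as hits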
Starred values were filed as active, the others as inactive; · = not tested or not shown.

Molecule,Pemphigus Ab inh,MOR-DOR ag,AddAB inh,phage Ecoli inh,OPRM1-OPRD1 inv,PKA-R1A activ,PfHsp90 yeast 2,E coli growth,HTR5A ag ctr,HTR5A inv ag,Mot1-301 SUMO
O=C(O)C1CCCN1C(=O)Nc1ccccc1 (stereo not given),·,-2.8,4.7,-0.4,13,2,6,-1.4,-2,-1,-3
CN(C)C1(CNC(=O)C2CCN(S(=O)(=O)c3cccc(C(F)(F)F)c3)CC2)CCCCC1,104,-3.0,5.6,2.2,16,9,11,1.6,3,-35,12
Cc1ccc(CN2C(=O)N/C(=C\c3ccc(N4CCOCC4)cc3)C2=O)cc1,·,17,0.2,2.2,-92,5,-17,-2.1,2,1,·
CCC1CCCN1Cn1cnc2c([nH]c3ccc(OC)cc32)c1=O (stereo not given),99,-2.9,3.6,3.8,16,-10,10,0.3,8,-20,-15
Cn1c(-c2ccc(-c3ccccc3)cc2)c[nH]c1=S,93,-6.9,1.7,2.8,41*,-4,-58,-1.4,-10,46*,20
O=C(/C=C\c1ccc2c(c1)OCO2)NC1(C(=O)Nc2ccc3c(c2)OCCO3)CCCCC1,113,-2.7,-0.4,2.6,14,-12,10,-3.9,1,-6,2
O=C(Nc1ccccc1Cl)c1cc[n+](Cc2ccc([N+](=O)[O-])cc2)cc1,107,-2.0,2.0,0.8,10,-4,14,-1.0,3,16,10
CCOc1ccc(NC(=O)CN(C)C(=O)c2ccccc2Cc2ccccc2)cc1OCC,·,-1.5,2.5,2.0,6,0,0,1.2,-2,6,11
Cc1cccc(OCCC(=O)Nc2ccc(C)c(S(=O)(=O)N3CCCCC3)c2)c1,104,8.3,-2.1,1.7,-47,1,-22,-1.5,8,-26,0
Cc1cc2c(c(=O)n1CCN(C)C)C(c1ccc(Cl)cc1)C(C#N)=C(N)O2 (stereo not given),125,-2.4,1.3,0.6,14,-9,·,-0.7,3,-9,11

Remaining list, next part.
Molecule,Pemphigus Ab inh,MOR-DOR ag,AddAB inh,phage Ecoli inh,OPRM1-OPRD1 inv,PKA-R1A activ,PfHsp90 yeast 2,E coli growth,HTR5A ag ctr,HTR5A inv ag,Mot1-301 SUMO
Clc1ccc(CNc2cnccn2)cc1,84,-1.4,0.1,3.5,9,-4,·,-0.1,-2,3,-6
O=C(NCc1ccccn1)NC1CCCCC1,102,0.3,3.4,1.7,-1,1,3,1.6,-5,19,-1
CCc1ccc(NC(=O)Cc2cn(C)c3ccccc23)cc1,104,4.1,4.1,5.2,-22,-4,-17,2.5,-1,18,33
S=C(NCCCN1CCOCC1)N1CCN(c2nc(-c3ccc(Cl)cc3)cs2)CC1,108,4.9,-4.5,5.7,-35,-19,12,-2.6,4,-11,-2
COc1ccc(C(=O)N2c3ccc(F)cc3CCC2C)cc1OC (stereo not given),102,-1.0,1.8,1.9,6,-2,16,-1.7,4,-12,11
Oc1cccc(CN2CCOCC2)c1O,117,3.3,·,1.6,-17,2,-4,·,3,-11,·
Cc1cccc(C(=O)OCC(=O)c2c(C)[nH]c3ccccc23)c1O,105,1.6,1.6,2.5,-6,0,23,1.6,10,-12,58
FC(F)(F)c1nnc(-c2ccccc2)nc1Oc1ccccc1,·,0.9,-1.0,2.6,-5,-2,-63,-0.8,-2,6,-1
COc1ccc(O)c(CN2CCCC(C(=O)Nc3cccc(-n4cccn4)c3)C2)c1 (stereo not given),106,-2.2,·,3.1,11,1,-11,·,5,-13,2
O=C(NNS(=O)(=O)c1ccc(Cl)cc1)C1CCN(Cc2ccccc2)CC1,·,-0.2,-0.2,-0.3,1,-5,·,-1.7,-2,6,-18

Further structures:
Molecule,Pemphigus Ab inh,MOR-DOR ag,AddAB inh,phage Ecoli inh,OPRM1-OPRD1 inv,PKA-R1A activ,PfHsp90 yeast 2,E coli growth,HTR5A ag ctr,HTR5A inv ag,Mot1-301 SUMO
O=C(Oc1cccc(NC(=O)c2ccco2)c1)c1cccc(S(=O)(=O)N2CCCC2)c1,97,-2.9,-1.2,3.4,14,6,-11,-2.0,-2,10,1
N/C(=N\OC(=O)COc1ccccc1)c1ccccn1,84,0.1,2.3,2.1,-1,-6,2,-1.9,5,-21,203
CCOC(=O)NCc1ccc2c(c1)OCO2,·,-1.9,4.4,0.0,8,12,-9,1.8,-4,9,-2
Cn1c(=O)c2c(n(Cc3ccccc3)c1=O)NC(=O)C2CC(=O)N1CCc2ccccc2C1 (stereo not given),107,-1.8,·,·,10,-3,-5,·,0,4,·
Cc1ccsc1/C=C(\C#N)C(=O)Nc1c(C)n(C)n(-c2ccccc2)c1=O,117,-2.1,6.8,2.0,11,-4,48,0.7,-2,3,-1
COc1ccc(-c2[nH]nc3oc(=O)cc(C)c23)cc1,103,-3.1,-0.7,1.2,17,0,2,4.0,2,-7,-20
Cc1ccccc1NC(=S)N(CCCN1CCC(C)CC1)Cc1ccco1,106,-2.7,3.6,3.5,14,-8,-22,-1.3,7,-18,-13
CCCCn1c(SCc2ccccn2)nc2c1c(=O)n(C)c(=O)n2C,100,-2.5,2.5,2.4,14,-13,2,-1.3,5,-18,-42
Cc1c(NC(=O)c2ccc(N3CCCC3)c([N+](=O)[O-])c2)cccc1-c1nc2ccccc2s1,96,-2.9,1.4,3.0,17,-6,-19,-0.8,-6,5,11
COCCNc1c(-c2ccc(OC)cc2)nc2ccc(Cl)cn12,107,-2.0,0.6,-1.1,10,-5,-6,-1.2,4,-10,17

The list continues:
Molecule,Pemphigus Ab inh,MOR-DOR ag,AddAB inh,phage Ecoli inh,OPRM1-OPRD1 inv,PKA-R1A activ,PfHsp90 yeast 2,E coli growth,HTR5A ag ctr,HTR5A inv ag,Mot1-301 SUMO
COc1ccccc1NCCC(=O)OCC(=O)NCc1ccco1,105,-1.0,2.4,2.1,6,0,-1,-0.8,-2,-11,64
CCOc1ccccc1NC(=O)CSc1c(C)n[nH]c1C,94,-3.2,-0.3,1.8,16,4,-1,2.4,1,-3,10
Cc1nc2c(c(C)c1C#N)C(=O)c1ccccc1-2,99,0.5,1.1,1.8,-2,-5,0,-0.8,0,0,-29
CN1/C(=C\C(=O)c2cccs2)C(C)(C)c2ccccc21,118,3.2,7.6,-0.5,-17,1,10,-1.0,4,-5,-5
Cc1ccc(S(=O)(=O)N2CCN(C3CC(=O)N(CCc4ccccc4)C3=O)CC2)cc1C (stereo not given),100,2.3,3.5,-0.3,-13,5,-6,-0.9,0,-7,-14
COc1cccc(COc2ncnc3sccc23)c1,127,-2.1,1.0,0.9,11,-13,·,1.6,-1,36,1
Cc1[nH]n(-c2ccccc2)c(=O)c1C(=O)c1ccccc1,103,-1.6,0.3,-0.6,8,-11,11,0.0,-3,-11,12
OCCNc1nc(Nc2ccc(Cl)c(Cl)c2)nc2ccccc12,104,8.3,1.5,-0.6,-40,-4,10,0.2,4,-13,-31
CC(C)N(C(=O)CSc1ccc(S(=O)(=O)N2CCCCC2)cn1)c1ccccc1,99,2.2,0.8,-1.5,-8,3,·,1.2,-3,0,4
O=C(CSc1cccc[n+]1[O-])Nc1cc2c(cc1Cl)C(=O)c1ccccc1C2=O,78,1.2,-0.5,3.1,-6,-7,-6,-0.2,1,-4,-2

(listing goes on)
Molecule,Pemphigus Ab inh,MOR-DOR ag,AddAB inh,phage Ecoli inh,OPRM1-OPRD1 inv,PKA-R1A activ,PfHsp90 yeast 2,E coli growth,HTR5A ag ctr,HTR5A inv ag,Mot1-301 SUMO
CC1(C)CC(=O)C2=C(C1)N(c1ccccc1)C(N)=C(C#N)C2c1ccccc1 (stereo not given),·,0.5,1.3,-2.8,-3,-8,-1,0.7,6,-3,-14
CCOc1ccc(/C=N/n2c(C)nnc2C)cc1OC,106,·,2.7,3.8,·,·,-3,0.4,·,·,15
CCCc1nn(CCc2ccccn2)c(N)c1CC,126,-1.1,-0.8,1.5,6,-10,1,0.9,-2,17,432
CN1C(=O)C2(C(C#N)=C(N)N(c3ccc(Cl)cc3)C3=C2C(=O)CC(C)(C)C3)c2ccccc21 (stereo not given),96,-1.0,0.1,1.9,6,-19,14,-0.6,-1,15,-11
O=C(/C=C/Sc1ccc(C(F)(F)F)cn1)c1ccccc1,99,-1.4,0.2,3.9,7,-9,21,1.5,1,13,4
CCOC(=O)N1C2CCC(C2)N1C(=O)OCC,·,-1.9,·,1.8,9,14,-14,·,1,-4,·
CC(=O)c1cccc(NS(=O)(=O)c2c(C)n[nH]c2C)c1,·,-1.2,4.0,4.1,5,-3,8,-0.2,-7,17,2
COCCN(C(=O)CC(C)(C)C)c1nnc(-c2cccnc2)s1,100,-2.6,0.7,2.0,15,-1,-2,-1.4,-2,11,-8
COC(=O)c1ccc(C2SCC(=O)N2Cc2ccccc2)cc1 (stereo not given),94,-2.9,0.8,·,14,0,13,-2.3,0,1,1
CC(C)c1onc(C(=O)N2CCOCC2)c1[N+](=O)[O-],85,-4.3,3.5,1.8,21,-6,-20,0.3,1,17,-9
C#CCNC(=O)C1=C[C@@H](c2ccc(Br)cc2)[C@H](CCCO)[C@@H](OCC)O1,101,-2.5,1.9,1.8,15,-2,-17,-1.4,3,-8,13
O=C(O)CSCc1ccc(Cl)cc1,96,0.6,-0.6,2.8,-3,6,-7,1.1,1,-2,-9
CCCN(Cc1nnc(-c2cccs2)o1)C(=O)CN1C(=O)NC2(CCC(C)CC2)C1=O (stereo not given),99,-2.2,-1.5,4.4,12,-6,-6,-2.1,0,0,9

Bioassay records as filed in PubChem.
